# HT1080NT lethal: qHTS for induction of synthetic lethality in tumor cells producing 2HG: qHTS for the HT-1080-NT fibrosarcoma cell line. HT-1080-NT fibrosarcoma viability, CellTiter-Glo ATP luminescence, 48 h. Potency, µM (series often up to 46.1 µM), without a hit: top-dose activity, negative = less viability, usual class: cytotoxic. actives 1.6% (n = 360,000). AID 686970, 2013;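 further: NT is the 2HG producing partner of a matched IDH1 knockdown line; potency means the concentration at half of the fitted maximal effect; 0% = DMSO-treated cells and -100% = media-only wells without cells; nearly all actives have a fitted effect of over 55% in size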
#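 Viability by CellTiter-Glo luminescence after 48 h compound exposure at 37C of HT-1080-NT cells (750/well, RPMI, 5% FBS). % activity scaled between DMSO wells and medium-only wells, then curve-fitted and categorized by curve class.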
# SW480 rereplic: A quantitative high throughput screen for small molecules that induce DNA re-replication in SW480 colon adenocarcinoma cells; SW480 DNA re-replication, Hoechst DNA content imaging, 48 h; Potency, µM (doses to about 46.1 µM), inactives show at the top dose re-replication activation, hits mostly activators; actives 1.8% (n = 340,000); AID 624297, 2012; further: potency means the concentration at half of the fitted maximal effect; % of control where 0% means no effect; nearly all actives have a fitted effect of over 55% in size
#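 Treated cells incubate 48 hr (37 C, 5% CO2), are stained 40 min with Hoechst, and nuclear fluorescence is enumerated; a rise in nuclei with high DNA signal marks re-replication.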
# KB-V1 MDR tox: qHTS assay for MDR1-selective chemotherapeutics: Primary screen using the drug-selected MDR subline cells KB-V1. AID 1347076, 2019. actives 3.4% (n = 400,000). KB-V1 MDR cells viability, CellTiter-Glo, 72 h. Potency, µM (doses to about 46.1 µM), for the others: at the top dose activity change, negative = cytotoxicity, usual class: cytotoxic; further: potency means the concentration at half of the fitted maximal effect; on the % scale 0 is the no-effect control and ±100 the full control effect; nearly all actives have a fitted effect of over 60% in size
#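 Cytotoxicity via CellTiter-Glo luminescence after 72 h compound exposure at 37 degrees C. Cells: drug-selected KB-V1 line, DMEM phenol-red free plus 10% FBS. Compounds tested at multiple concentrations; normalized data fitted to concentration-effect curves.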
# DRD3 agonist: qHTS of D3 Dopamine Receptor Agonist: qHTS; D(3) dopamine receptor (Homo sapiens), P35462; max activation, %; actives 0.58% (n = 410,000); AID 652048, 2013; D3R DiscoveRx beta-arrestin cells, luminescence, 90 min; in the data active means max activation above about 30%; further: 0% is about no effect; mostly tested at two doses, the higher about 12 µM
# Target sequence (P35462 whole entry, looked up): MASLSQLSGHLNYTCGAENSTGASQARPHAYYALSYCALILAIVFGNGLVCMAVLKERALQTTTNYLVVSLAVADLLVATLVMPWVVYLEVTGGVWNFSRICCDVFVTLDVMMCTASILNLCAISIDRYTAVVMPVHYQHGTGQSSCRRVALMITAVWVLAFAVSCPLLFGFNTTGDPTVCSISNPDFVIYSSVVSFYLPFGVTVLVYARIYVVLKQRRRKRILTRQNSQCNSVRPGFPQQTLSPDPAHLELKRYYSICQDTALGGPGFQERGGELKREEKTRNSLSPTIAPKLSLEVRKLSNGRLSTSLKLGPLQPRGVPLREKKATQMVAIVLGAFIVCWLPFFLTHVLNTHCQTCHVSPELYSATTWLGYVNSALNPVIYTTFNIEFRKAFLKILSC
#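 Agonist mode: compounds and dopamine controls were applied to plated cells for 90 min at 37 degrees C after an overnight attachment at 1500 cells/well. Luminescent read-out followed 30 - 60 minutes at room temperature with DiscoveRx detection reagent.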
# IL-1B inflam inh: qHTS for Inhibitors of Inflammasome Signaling: IL-1-beta AlphaLISA Primary Screen. THP-1 LPS/ATP IL-1B secretion, AlphaLISA, 16 h; active compounds read low. activity change, % at 57.5 µM. actives 4.7% (n = 360,000). AID 743279, 2014; in the data active means activity change below about -50%; inconclusive means mostly about -30% to -49%; further: on the % scale 0 is the no-effect control and ±100 the full control effect
#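 Secreted IL-1B measured by AlphaLISA bead assay after 16 h compound exposure of THP-1 cells; compounds (final up to 57.5 uM) added 1 h before LPS (250 ng/mL) and ATP (1.25 mM) stimulation; lower signal means less secretion.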
# HT1080 IDH1KD tx: qHTS for induction of synthetic lethality in tumor cells producing 2HG: qHTS for the HT-1080-IDH1KD cell line | HT-1080 IDH1 knockdown viability, ATP luminescence, 48 h | Potency, µM (top dose mostly 46.1 µM), for inactives: at the highest dose activity, negative = toxicity, usual class: cytotoxic | actives 2% (n = 360,000) | AID 686971, 2013;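 further: potency means the concentration at half of the fitted maximal effect; 0% = DMSO wells and -100% = cell-free medium wells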
#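 CellTiter-Glo luminescence after 48 h compound exposure at 37 degrees C of IDH1-knockdown HT-1080 cells in 5% FBS RPMI. %Activity scaled between DMSO wells and cell-free media wells, with curves fitted and assigned curve classes.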
# HEK293 tox: qHTS of GLP-1 Receptor Inverse Agonists: Cytotox Screen | AID 624418, 2012 | Potency, µM (titrated, usually from 38.3 µM), inactives show at the highest dose activity change, negative = inhibition, hits mostly inhibitors | HEK293 cAMP-luciferase reporter cells, luminescence, 24 h | actives 0.13% (n = 410,000);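 further: loss of luciferase light is scored as toxicity; potency means the concentration at half of the fitted maximal effect; on the % scale 0 is the no-effect control and ±100 the full control effect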
#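 MLSMR compounds, 24 hr on cells at 37 deg C/5% CO2; luminescence after luciferase reagent (12 min RT). Inhibition counted as the undesired cytotoxic outcome.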
# KB-3-1 cytotox: qHTS assay for MDR1-selective chemotherapeutics: Primary screen using the parental adenocarcinoma cell KB-3-1. Potency, µM (doses to about 46.1 µM), inactives show top-dose activity change, negative = cytotoxic, hits mostly cytotoxic. actives 1.4% (n = 400,000). KB-3-1 viability, CellTiter-Glo ATP luminescence, 72 h; further: potency means the concentration at half of the fitted maximal effect; on the % scale 0 is the no-effect control and ±100 the full control effect; nearly all actives have a fitted effect of over 60% in size
#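 Cytotoxicity measured as CellTiter-Glo luminescence after 72 h at 37 C. Compound titrations were pinned onto drug-naive KB-3-1 parental adenocarcinoma cells grown in DMEM with 10% FBS, and normalized data fitted to concentration-response curves.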
# MCF10A rereplic: A quantitative high throughput screen for small molecules that induce DNA re-replication in MCF 10a normal breast cells. MCF 10A DNA re-replication, Hoechst nuclear intensity, 48 h. Potency, µM (highest dose often 46.1 µM), for the others: at the top dose activity, positive = re-replication, most hits filed as activators. actives 2.9% (n = 350,000). AID 624296, 2012; further: potency means the concentration at half of the fitted maximal effect; % of control where 0% means no effect; nearly all actives have a fitted effect of over 50% in size
# An asterisk follows results filed as active; ? = inconclusive; . = not tested or not shown; [ ] = remark or other dose. Unless noted, the call rests on the fitted dose curve; in most records, active means well fitted curve in the direction sought with a large enough effect; inconclusive means small, poorly fitted or top-dose-only effect, or another doubt; inactive means no such curve, though single readings can be large; an effect the other way counts as inactive or inconclusive.
SMILES,HT1080NT lethal,SW480 rereplic,KB-V1 MDR tox,DRD3 agonist,IL-1B inflam inh,HT1080 IDH1KD tx,HEK293 tox,KB-3-1 cytotox,MCF10A rereplic
Cc1cccc(Cn2c(=O)n(CCCC(=O)NCc3ccccc3Cl)c(=O)c3ccccc32)c1,.,.,-11.0%,-6.1,.,.,-14.1%,?,.
CCOC(=O)C(C)Oc1cccc2c(=O)n(CC(=O)NCCc3ccc(OC)c(OC)c3)ccc12 (stereo not given),0.0%,-21.0%,7.5%,1.3,?,2.6%,5.7%,4.3%,-6.8%
Cc1ccc(-n2ncc3c2CCCC3NC(=O)c2ocnc2C)cc1C (stereo not given),?,-0.5%,.,20.9,-2.7,-19.6%,20.3%,.,12.8%
O=c1[nH][nH]c(-c2ccccc2O)c1C(C[N+](=O)[O-])c1ccccc1 (stereo not given),-6.0%,?,-13.2%,3.7,1.9,5.5%,-21.0%,-1.9%,?
CC1(C)CC(=O)C/C(=N\NC(=O)CCc2ccc(S(=O)(=O)N3CCOCC3)cc2)C1,12.2%,-2.7%,-3.8%,2.1,1.0,6.0%,-1.9%,-0.7%,-0.1%
O=C(COC(=O)c1cc(S(=O)(=O)N2CCCCC2)ccc1N1CCOCC1)NC1CCS(=O)(=O)C1 (stereo not given),?,-0.4%,3.9%,2.4,-3.9,16.5%,6.0%,1.7%,-4.9%
O=C(CSc1ncnc2c1nnn2Cc1ccccc1F)N1CCN(c2ccccc2)CC1,11.8%,23.1%,?,2.2,-84.2*,11.9%,-3.1%,?,20.6µM*
COC(=O)c1ccc2cc(OC)c(OC)cc2c1,-3.3%,.,-28.3%,-3.7,-10.5,?,10.2%,-26.8%,.
COc1ccc(O)c(/C=N/NC(=O)c2ccc(OCc3cccc(Br)c3)cc2)c1,1.64µM*,4.11µM*,3.26µM*,17.0,91.6,5.17µM*,-16.9%,?,?
CN(Cc1cccc2cnccc12)C(=O)CCc1nnc(CCc2ccccc2)o1,10.3%,1.8%,?,0.7,0.0,-10.8%,-19.0%,2.3%,21.5%
CCN1C(=O)c2ccccc2S(=O)c2ccc(C(=O)N3CCCC3)cc21 (stereo not given),11.7%,-9.3%,-6.8%,0.9,-10.7,-7.2%,0.7%,3.3%,10.6%
COc1ccc(-c2cn3cccnc3n2)cc1NC(=O)c1cc(OC)c(OC)c(OC)c1,-13.6%,-0.6%,-21.0%,4.4,-18.8,-12.7%,-25.0%,?,-5.6%
CCN1CCN(S(=O)(=O)c2ccc(Cl)c(C(=O)N(C)CCOc3ccc(Cl)cc3)c2)CC1,?,?,?,-25.4,-29.2,?,-10.5%,-6.4%,?
Cc1nc(SCc2ccc(C(=O)O)cc2)c2c(C)c(C)sc2n1,?,-76.0%[inhibitor],-3.6%,-1.7,1.8,-8.4%,-4.2%,1.4%,-7.0%
CSC1=NSC2=NC(=O)/C(=C/c3coc4ccc(O)cc4c3=O)C(=N)N12,-3.4%,0.9%,10.9%,5.5,9.2,10.1%,17.4%,2.7%,?
COC(=O)c1ccccc1N1C(=O)[C@@H]2C(c3ccc(F)cc3)=NO[C@@H]2C1=O,6.7%,-2.9%,0.4%,6.7,9.9,2.4%,8.9%,-0.9%,17.8%
CCOc1ccc(Nc2nc(N)nc(CSC(=S)N3CCN(c4ccccc4)CC3)n2)cc1,-10.6%,0.8%,-11.6%,13.9,-0.8,-9.2%,19.9%,?,-1.6%
CCN1C(=O)[C@H]2[C@@H](c3ccc(-c4ccccc4)c(OC)c3)N[C@@](Cc3ccccc3)(C(=O)OC)[C@H]2C1=O,-3.7%,0.2%,10.3%,0.0,15.7,-7.6%,9.9%,?,-6.3%
COc1ccc(CNC(=O)CCNS(=O)(=O)c2ccc3c(c2)CCCC(=O)N3)cc1,.,.,-10.4%,-1.5,.,.,18.4%,-25.1%,.
CCOc1ccccc1CNC(=O)CN1C(=O)c2cccnc2Oc2ccc(Cl)cc21,.,.,6.0%,6.5,.,.,-8.5%,-5.5%,.
Cc1ccc(C(NC(=O)C2CCN(Cc3ccc(Oc4ccccc4)cc3)CC2)c2ccccn2)cc1 (stereo not given),14.6µM*,.,-1.5%,-12.1,.,20.6µM*,-4.8%,0.0%,.
CCOc1cc(/C=C2/C(=N)N3C=CSC3=NC2=O)ccc1OCCCOc1ccccc1C,?,?,-24.8%,1.8,-2.5,?,8.0%,-21.0%,3.26µM*
Cc1cc(C)n(-c2nncc(-c3ccccc3)n2)n1,28.3%,3.8%[9.22 µM],-9.2%,0.4,-22.6,7.8%,-14.1%,-4.2%,-0.8%
COc1cccc(CN2CC(C(=O)NCCc3ccc(C)o3)CCC2=O)c1 (stereo not given),3.4%,-0.2%,.,14.3,-11.2,2.5%,-6.4%,.,3.7%
COc1ccc(C(=O)NCCc2nnc3ccc(SCC(=O)Nc4ccccc4)nn23)cc1,-8.0%,14.7%,.,-20.3,-12.5,-4.0%,22.9%,.,4.2%

# As entered above:
# Result for Cc1cc(C)n(-c2nncc(-c3ccccc3)n2)n1 in KB-V1 MDR tox: -9.2%
# Result for O=C(CSc1ncnc2c1nnn2Cc1ccccc1F)N1CCN(c2ccccc2)CC1 in SW480 rereplic: 23.1%

# Back to the main list; the two compounds before the break are reprinted first.
SMILES,HT1080NT lethal,SW480 rereplic,KB-V1 MDR tox,DRD3 agonist,IL-1B inflam inh,HT1080 IDH1KD tx,HEK293 tox,KB-3-1 cytotox,MCF10A rereplic
COc1cccc(CN2CC(C(=O)NCCc3ccc(C)o3)CCC2=O)c1 (stereo not given),3.4%,-0.2%,.,14.3,-11.2,2.5%,-6.4%,.,3.7%
COc1ccc(C(=O)NCCc2nnc3ccc(SCC(=O)Nc4ccccc4)nn23)cc1,-8.0%,14.7%,.,-20.3,-12.5,-4.0%,22.9%,.,4.2%
COc1cccc(-c2cn(C[C@H]3CC[C@@H]([C@@H]4CC[C@H](Cn5cc(-c6cccc(OC)c6)nn5)O4)O3)nn2)c1,-0.8%,-13.9%,-5.1%,-17.7,9.4,-3.3%,?,-2.7%,0.9%
O=C(NCc1ccco1)C(c1ccc(F)cc1)N(Cc1cccnc1)C(=O)Cn1nnc2ccccc21 (stereo not given),4.0%,-8.4%,-16.6%,-3.9,-17.3,1.7%[9.24 µM],-9.3%,4.7%,-0.6%
CCOc1ccc(OCC(O)CN2CCc3ccccc3C2)cc1 (stereo not given),-0.1%,3.3%,-11.4%,0.6,6.3,-6.6%,4.2%,-7.3%,-12.5%
CC(=NC1CCCCC1)c1ccc(O)cc1O,5.5%,.,-4.9%,-3.2,-7.7,0.6%,-24.1%,6.9%,.
Cc1cccc(/C=C2\CS/C(=C\c3cccc(C)c3)C2=O)c1,24.2%,7.5%,4.1%,1.3,?,8.9%,-1.9%,11.1%,7.1%
Cc1cccc(N(CC(=O)NCCSCc2cccc(Cl)c2)S(=O)(=O)c2ccccc2)c1C,.,.,-20.2%,0.2,.,.,-10.4%,-3.0%,.
NC(=O)CSc1nnc(-c2cccs2)n1Cc1ccco1,5.8%,-26.6%,?,1.2,3.3,7.5%,1.8%,-1.6%,0.1%
COc1ccc(NC(=O)c2ccc(OC(=S)N(C)c3ccc(OC)cc3)cc2)cc1,-26.2%,-9.4%,-3.4%,6.2,-11.2,-23.9%,-24.5%,-2.6%,-9.9%
COc1ccc(CCNC(=O)C2CCCN(Cc3nc(-c4cccc(Cl)c4)oc3C)C2)cc1OC (stereo not given),-8.4%,-0.3%,5.8µM*,-4.6,?,3.9%,-12.0%,-2.7%,6.0%
Cc1oc(C(C)(C)C)cc1C(=O)Nc1ccc2c(c1)OCO2,-17.5%,-9.6%,-4.5%,-6.2,-7.2,-16.8%,5.0%,-10.5%,0.3%
Cc1nc2c(OCc3cccc(Cl)c3)cccn2c1N(C)Cc1cccs1,?,.,18.4µM*,-6.8,-19.6,?,-11.0%,?,.
CCOC(=O)c1sc(NC(=O)C(CC)OC(=O)C(CC(C)C)NC(=O)c2ccccc2)nc1C (stereo not given),11.2%,2.0%,5.0%,-8.6,-21.5,-0.6%,3.4%,18.3%,?
COc1ccc(-n2nc(C(=O)NCC(=O)N3CCC(C)CC3)c3ccccc3c2=O)cc1Cl,-4.9%,-0.4%,-18.6%,-1.2,-5.7,-7.4%,-6.2%,1.3%,5.6%
CSc1cccc(N2CC(C(=O)N(CC(C)C)c3c(N)n(Cc4ccccc4)c(=O)[nH]c3=O)CC2=O)c1 (stereo not given),4.3%,-1.8%,-1.2%,10.6,-3.5,8.0%,-9.8%,-4.1%,5.4%
Cc1ccc2c(CC(=O)N3CCN(c4cccc(Cl)c4)CC3)coc2c1,.,.,0.2%,-8.7,.,.,2.1%,-2.3%,.
COc1cccc(OC)c1C(=O)Nc1ccccc1Sc1ccccc1,-3.9%,0.1%,-13.8%,0.7,-26.9,-4.6%,4.4%,1.0%,?
C=CCn1nc(C(=O)Nc2ccc(OC)cc2)cc1-c1sc(NC(=O)c2ccccc2)nc1C,-19.6%,.,-29.8%,6.2,-2.9,-24.4%,-15.7%,-2.5%,.
O=C(N[C@@H](Cc1c[nH]c2ccccc12)C(=O)O)c1ccccc1Cl,?,-4.0%,2.5%,9.4,42.3,0.6%,-15.2%,-6.8%,0.5%

# Assay outcomes: PubChem BioAssay, National Center for Advancing Translational Sciences (NCATS)
